# C-LANA FP: blocks KSHV LANA C-terminal domain binding to DNA; MBP-C-LANA/FAM-LBS DNA binding, fluorescence polarization; inhibition, % at 9 µM; hit rate 0.078% among 340,000;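 active = highest replicate inhibition at or above 60% at 9 µM, even if other replicates fall short; inactive = all replicates below 60% inhibition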;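 note: 0% = neutral control wells and 100% = 4 µM acridine orange control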
# SR-BI HDL uptake: mouse SR-BI HDL lipid transfer inhibition | inhibition, % at 12.5 µM | Q61009 | ldlA[mSR-BI] CHO cells, DiI-HDL uptake fluorescence, 3 h | AID 488896 | hit rate 0.96% among 320,000;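 active = mean replicate inhibition of at least 70% and a set share of replicates each scoring 70 or more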;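 note: 0% = median of neutral control wells and 100% = median of positive control wells; values of inactives mirror those of a sister screen read the other way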
# PKA-R2B activ: PKA-R2B complex activation; P22694+P31323; hit rate 0.079% among 340,000; AID 504700; activation, % at 11.4 µM; PKA-R2B holoenzyme dissociation, Cy5-IP20 fluorescence polarization; R2B truncated from residue 108, S112A mutant; 0% DMSO only, 100% 113 µM cGMP;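 active = activation above a cutoff set at the mean over all compounds plus 3 SD, cut at about 18% in these data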;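 note: higher means more holoenzyme dissociation and a rise in polarization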
# Target sequence (P31323 whole entry, looked up, other chains not shown, the tested form may be a part): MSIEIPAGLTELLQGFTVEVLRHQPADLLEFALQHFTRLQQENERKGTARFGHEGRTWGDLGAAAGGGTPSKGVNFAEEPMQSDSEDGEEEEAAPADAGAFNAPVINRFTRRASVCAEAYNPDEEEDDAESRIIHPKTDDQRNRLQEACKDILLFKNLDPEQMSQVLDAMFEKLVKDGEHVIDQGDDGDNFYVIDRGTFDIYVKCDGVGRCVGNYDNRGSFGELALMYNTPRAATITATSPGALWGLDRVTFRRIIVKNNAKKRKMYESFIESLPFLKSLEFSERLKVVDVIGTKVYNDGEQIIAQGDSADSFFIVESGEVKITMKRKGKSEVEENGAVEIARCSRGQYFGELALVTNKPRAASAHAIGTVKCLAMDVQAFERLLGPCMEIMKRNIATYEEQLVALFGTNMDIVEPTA
# DAGLB inh: diacylglycerol lipase beta (human) inhibition | inhibition, % at 5.17 µM | hit rate 0.059% among 340,000 | AID 504411 | Q8NCG7 | HEK293T DAGLB membrane lysate, EnzChek fluorogenic substrate; in the data active = inhibition above about 34%;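 note: 0% = enzyme with vehicle and 100% = wells lacking enzyme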
# Target sequence (Q8NCG7 whole entry, looked up): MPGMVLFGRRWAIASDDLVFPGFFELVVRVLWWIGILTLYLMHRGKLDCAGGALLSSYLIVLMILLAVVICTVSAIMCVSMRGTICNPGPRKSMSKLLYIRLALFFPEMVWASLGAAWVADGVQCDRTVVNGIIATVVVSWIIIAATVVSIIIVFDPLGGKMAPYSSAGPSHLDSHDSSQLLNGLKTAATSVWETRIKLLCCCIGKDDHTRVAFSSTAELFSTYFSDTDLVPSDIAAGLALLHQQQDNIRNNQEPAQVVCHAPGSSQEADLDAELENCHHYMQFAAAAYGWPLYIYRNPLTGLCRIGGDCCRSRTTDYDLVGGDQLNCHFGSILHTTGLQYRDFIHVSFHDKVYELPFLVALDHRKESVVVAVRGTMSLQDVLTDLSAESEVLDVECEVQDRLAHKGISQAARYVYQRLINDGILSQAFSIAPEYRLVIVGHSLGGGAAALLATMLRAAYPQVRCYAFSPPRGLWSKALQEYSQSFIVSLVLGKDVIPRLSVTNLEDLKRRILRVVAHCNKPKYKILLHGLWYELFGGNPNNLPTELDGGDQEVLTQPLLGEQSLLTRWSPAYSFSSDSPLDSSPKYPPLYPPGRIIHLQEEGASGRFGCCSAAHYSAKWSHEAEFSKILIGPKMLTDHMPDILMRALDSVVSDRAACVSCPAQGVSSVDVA
# NSD2 HMT inh: inhibitors of human histone methyltransferase NSD2; O96028; NSD2 peptide methylation, AlphaScreen, 120 min; inhibition, % at 12.5 µM; hit rate 0.54% among 310,000; AID 743445; in the data active = inhibition above about 50%
# SR-BI uptake up: enhances SR-BI lipid uptake from DiI-HDL. CHO ldlA[mSR-BI] cells, DiI-HDL uptake fluorescence, 3 h; 100 = double the neutral-control signal. hit rate 0.096% among 320,000. activation, % at 12.5 µM;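 active = mean replicate activation of at least 60% and every replicate at or above 60%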;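 note: 0% = median plate neutral-control signal and 100% = twice that signal; values of inactives mirror those of a sister screen read the other way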
#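 Test system: SR-BI-overexpressing, LDLR-lacking CHO cells; Also added: labelled HDL, 10 µg/mL; Measured by: bottom-read cell fluorescence after medium removal, ex 550/em 595 nm; Timing: 3 h uptake period with compound, 37 °C; Buffer or medium: F12, 0.5% BSA, 25 mM HEPES; Doses: single compound concentration, delivered by pin transfer.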
# Arr AP2 block: inhibitors of human beta-arrestin and AP2 interaction; FITC-arrestin peptide / GST-AP2 beads, flow cytometry; AP2 beta2 appendage carries R879A mutation; inhibition, % at 10 µM; hit rate 0.31% among 340,000; AID 504490;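 active = inhibition above a set limit, near 3 SD of compounds lacking own fluorescence, cut at about 54% in these data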;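 note: plate controls were DMSO wells for no effect and 5 µM unlabelled arrestin peptide for full effect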
#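 System: GST-AP2 R879A glutathione beads | Also added: FITC-arrestin peptide, 50 nM | Times: 12 min plus 1 h, RT | Signal: Bead flow cytometry, FITC channel | Buffer or medium: PBS with 0.05% Tween 20 and 0.1% BSA | Read-out basis: Percent drop in bead-associated FITC signal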
# PvdQ inh: blocks Pseudomonas aeruginosa PvdQ acylase activity; purified PvdQ acylase, fluorescence plate reader; hit rate 0.063% among 340,000; inhibition, % at 10 µM; in the data active = inhibition above about 30%, passing the limit was not always enough;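 note: 0% = vehicle neutral wells and 100% = reference inhibitor wells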
# Keap1 Nrf2 FP: inhibitors of human Keap1-Nrf2 protein-protein interaction | hit rate 0.15% among 340,000 | AID 504523 | Q14145 | Keap1 Kelch-Nrf2 peptide fluorescence polarization, 1536-well | inhibition, % at 9.4 µM; in the data active = inhibition above about 12%;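 note: human Keap1 Kelch domain with fluorescein labeled Nrf2 9mer peptide probe; 0% = neutral control wells and 100% = peptide positive control; higher means more block of Keap1 binding to Nrf2 peptide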
# RTF Ca sens inh: cardiac RTF calcium desensitization; P19429+P45379; IANBD-labeled cardiac RTF, Ca2+ fluorescence; inhibition, % at 7.15 µM; hit rate 0.12% among 340,000;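 active = inhibition above the mean inhibition of all tested compounds plus 3 SD, cut at about 17% in these data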;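 note: assay run at fixed EC70 calcium of 1.6 mM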
# Active calls of the source: *; x = not tested or not shown.
1. O=C(NCCN1C(=O)S/C(=C\c2ccc(Cl)c(Cl)c2)C1=O)C1COc2ccccc2O1 (stereo not drawn)
2. CN(C)S(=O)(=O)Oc1ccsc1C(=O)Nc1ccc(Cl)c(Cl)c1
3. CC1CCN(C(=O)c2cc(-c3ccccc3O)on2)CC1
4. COc1cc(OC)cc(Oc2ccc(S(=O)(=O)N3CCCCC3)cc2[N+](=O)[O-])c1
5. Oc1ccccc1N1CCN(c2ncccn2)CC1
6. O=C(c1cnn2c(C(F)F)cc(-c3ccccc3)nc12)N1CCCCC1c1cccnc1 (stereo not drawn)
7. Cc1cc(=O)[nH]c(N2CCc3ccccc3C2)n1
8. CCn1c2ccccc2c2cc(NC(=O)CSc3nnc(-c4cccc(C)c4)o3)ccc21
9. O=C(c1ccc2c3n(nc2c1)-c1ccc(Cl)cc1CO3)N1CCOCC1
10. CC1CCCCC1NC(=O)CN(C)S(=O)(=O)c1ccc2c(c1)c(=O)n(C)c(=O)n2C (stereo not drawn)

entry no.	1	2	3	4	5	6	7	8	9	10
C-LANA FP	6.4	-0.6	-1.7	2.5	2.0	2.0	-0.8	2.1	0.8	-0.8
SR-BI HDL uptake	31	24	5	59	1	4	-28	18	16	-24
PKA-R2B activ	1	1	-5	-1	-8	-11	-3	-3	0	-4
DAGLB inh	-1	-8	1	-6	-1	4	0	-5	3	1
NSD2 HMT inh	1	-1	x	-3	1	x	-1	1	x	1
SR-BI uptake up	-31	-24	-5	-59	-1	-4	28	-18	-16	24
Arr AP2 block	-3	6	9	-4	9	3	4	5	3	26
PvdQ inh	-15	-6	9	-11	8	-4	-9	-4	2	0
Keap1 Nrf2 FP	-2	-4	-5	3	-6	-2	4	-1	-2	1
RTF Ca sens inh	2	-17	0	-10	-6	4	-8	2	-6	3

# Taken from above.
# entry 3 – DAGLB inh = 1
# entry 8 – RTF Ca sens inh = 2
# entry 4 – PvdQ inh = -11
# entry 10 – DAGLB inh = 1

# Returning to the listing; the 2 compounds before the break are reprinted first.
9. O=C(c1ccc2c3n(nc2c1)-c1ccc(Cl)cc1CO3)N1CCOCC1
10. CC1CCCCC1NC(=O)CN(C)S(=O)(=O)c1ccc2c(c1)c(=O)n(C)c(=O)n2C (stereo not drawn)
11. NNC(=O)c1[nH]c2ccc(Br)cc2c1-c1ccccc1
12. C/C=N\NC(=O)COc1cc(C)ccc1C
13. CCCCC1CCCC12NC(=O)NC2=O (stereo not drawn)
14. O=S(=O)(c1ccc2c(c1)OCCO2)C1CCC(S(=O)(=O)c2c(F)cccc2F)CC1 (stereo not drawn)
15. CCOc1ccc(OCCC(=O)NNC(=O)c2ccncc2)cc1
16. O=C(Nc1ccc(N2CCCCC2)cc1)c1ccccc1
17. CCOCCn1ccc2c(OCC(=O)Nc3ccc(OC)cc3OC)cccc2c1=O
18. O=C1Nc2cc(Cl)c(Cl)cc2N(O)N1c1ccc(Cl)c(Cl)c1
19. COc1ccccc1NC(=O)/C(=C\c1cccnc1)NC(=O)c1ccc(C)cc1
20. CCOC(=O)c1ccc(N/C=C/C(=O)C(C)(C)C)cc1

entry no.	9	10	11	12	13	14	15	16	17	18	19	20
C-LANA FP	0.8	-0.8	-3.6	-0.4	-0.5	-1.6	0.1	16	-0.3	1.3	0.0	-0.7
SR-BI HDL uptake	16	-24	28	-1	6	-21	-18	8	-13	-16	10	-16
PKA-R2B activ	0	-4	11	x	3	7	-13	-7	3	-14	-2	4
DAGLB inh	3	1	-25	x	2	-1	-1	0	0	4	-1	-5
NSD2 HMT inh	x	1	3	-8	0	x	1	0	-1	-1	-2	-2
SR-BI uptake up	-16	24	-28	1	-6	21	18	-8	13	16	-10	16
Arr AP2 block	3	26	31	14	-8	8	25	-3	0	-3	-4	8
PvdQ inh	2	0	-3	12	-2	-11	-2	-2	-9	-11	-9	-5
Keap1 Nrf2 FP	-2	1	0	-4	1	-5	-1	1	-6	-2	4	-2
RTF Ca sens inh	-6	3	-1	x	6	-6	1	-3	-13	-3	-18	-1

21. COc1ccc(Cl)cc1NC(=O)CN(C)CC(=O)Nc1c(C)n(C)n(-c2ccccc2)c1=O
22. Cc1n[nH]c(=O)c2c(NC(=O)CSc3nnc(-c4ccncc4)n3C)oc(C)c12
23. O=C(O)C1C(c2ccccc2)c2ccccc2C(O)C1CO (stereo not drawn)
24. COc1ccccc1C(=O)NCCC(=O)NCc1cccs1
25. O=C(c1ccc2c(c1)OCO2)N(Cc1ccco1)C1(C(=O)NC2CCCCC2)CCCCC1
26. CCC(C)N(CCNC(=O)CC1Oc2ccccc2NC1=O)C1CCCCC1 (stereo not drawn)
27. FC(F)(F)c1ccccc1CNCc1ccc2c(c1)OCO2
28. CCOc1ccc(NS(=O)(=O)c2ccc(C(=O)NCC(c3ccco3)N(C)C)cc2)cc1 (stereo not drawn)
29. CC1CCCCN1C(=O)c1ccc(COc2ccc([N+](=O)[O-])cc2)o1 (stereo not drawn)
30. CC1=CC2=NC(=O)CC(C)(C(=O)N(CC(=O)NC3CCCC3)c3ccccc3F)N2C=C1 (stereo not drawn)

entry no.	21	22	23	24	25	26	27	28	29	30
C-LANA FP	1.3	0.3	-2.6	0.5	-2.9	0.8	-1.6	0.5	0.6	-1.4
SR-BI HDL uptake	0	-15	-5	10	32	-7	2	5	0	-25
PKA-R2B activ	-1	7	-11	-1	-3	2	5	-4	1	4
DAGLB inh	-1	2	0	2	-2	0	-5	0	-1	1
NSD2 HMT inh	0	2	-1	1	x	x	-4	3	-1	-3
SR-BI uptake up	0	15	5	-10	-32	7	-2	-5	0	25
Arr AP2 block	28	0	1	14	16	6	8	-1	12	-2
PvdQ inh	14	-14	-22	2	4	-15	-1	-18	-5	-15
Keap1 Nrf2 FP	4	-3	-10	5	1	-4	-1	-5	-1	-9
RTF Ca sens inh	5	2	-8	-10	-3	-4	-4	-14	-9	0

31. O/N=C/c1cc2ccccc2n1Cc1ccccc1F
32. O=C(/C=C/c1ccc(F)cc1)c1ccc(N2CCOCC2)cc1
33. COc1ccc(OC)c(NC(=O)C23CC4CC(C2)CC(n2cnc(Br)n2)(C4)C3)c1
34. CCOC(=O)C1(CC2CC2)CCN(Cc2cn[nH]c2-c2ccccc2)CC1
35. O=C1N=c2ccccc2=C1c1sc(Nc2cccc(O)c2)nc1O
36. CCCN1CCC(NC(=O)Nc2cccc3ccccc23)CC1
37. CC(=O)NS(=O)(=O)c1ccc(NC(=O)c2cc(-c3ccc(C)cc3)nc3ccccc23)cc1
38. COc1ccccc1N1CCN(C2CCCN(Cc3cc(F)cc(F)c3)C2)CC1 (stereo not drawn)
39. CCc1nc2ccccc2c(C(=O)OCC(=O)C(C)(C)C)c1C
40. CCc1cc(=O)n2c([nH]c3ccccc32)c1C#N

entry no.	31	32	33	34	35	36	37	38	39	40
C-LANA FP	-0.9	0.1	0.5	-1.5	-0.3	0.6	0.8	1.1	0.6	2.1
SR-BI HDL uptake	9	-8	26	-41	19	x	-2	45	32	5
PKA-R2B activ	3	3	-1	1	6	-13	-17	-2	-2	-10
DAGLB inh	-4	-2	0	0	2	2	3	-3	-6	0
NSD2 HMT inh	-2	0	2	-4	1	x	-2	5	2	2
SR-BI uptake up	-9	8	-26	41	-19	x	2	-45	-32	-5
Arr AP2 block	11	13	-10	-6	10	16	2	29	4	13
PvdQ inh	-9	-9	-2	-5	-8	-2	12	2	2	-14
Keap1 Nrf2 FP	-2	-1	0	-2	-2	-4	8	-1	0	-3
RTF Ca sens inh	-4	-4	0	0	-16	-4	-3	-6	-1	1

# Results in NSD2 HMT inh, for some of the entries so far:
nr	structure	NSD2 HMT inh
40	CCc1cc(=O)n2c([nH]c3ccccc32)c1C#N	2
39	CCc1nc2ccccc2c(C(=O)OCC(=O)C(C)(C)C)c1C	2
33	COc1ccc(OC)c(NC(=O)C23CC4CC(C2)CC(n2cnc(Br)n2)(C4)C3)c1	2

# Record cards (already shown). Values in the order: C-LANA FP | SR-BI HDL uptake | PKA-R2B activ | DAGLB inh | NSD2 HMT inh | SR-BI uptake up | Arr AP2 block | PvdQ inh | Keap1 Nrf2 FP | RTF Ca sens inh
# O=C(/C=C/c1ccc(F)cc1)c1ccc(N2CCOCC2)cc1 as listed: 0.1 | -8 | 3 | -2 | 0 | 8 | 13 | -9 | -1 | -4
# COc1ccccc1N1CCN(C2CCCN(Cc3cc(F)cc(F)c3)C2)CC1 (stereo not drawn) as listed: 1.1 | 45 | -2 | -3 | 5 | -45 | 29 | 2 | -1 | -6

# Carrying on.
41. CN(C(=O)CC1C(=O)NCCN1CC(c1ccccc1)c1ccccc1)C(C1CC1)C1CC1 (stereo not drawn)
42. O=C(NC(=S)NCCN1CCOCC1)c1ccc(F)cc1
43. CCOC(=O)c1ccc(NC(=O)CC2OCCN(CC)C2=O)cc1 (stereo not drawn)
44. O=C(c1cc(COc2c(F)cccc2F)on1)N1CCc2ccccc2C1
45. COc1ccc(NC(=O)Nc2ccccc2C(N)=O)cc1
46. C=C[C@@H]1c2cc(C)ccc2N(S(=O)(=O)c2ccc(C)cc2)[C@H](c2ccccc2)C1(C#N)C#N
47. CCCCNC(=O)N(O)C1N(/N=C/c2ccco2)C(=S)SC1(C)C (stereo not drawn)
48. CCS(=O)c1ccccc1C(=O)O (stereo not drawn)
49. CCc1nc(N2CCCC2C(=O)O)c2oc3ccccc3c2n1 (stereo not drawn)
50. Cc1cc(OC(C)C(=O)NCc2ccncc2)c2c(C)c(C)c(=O)oc2c1 (stereo not drawn)
51. CC(C)CN(C(=O)CCC(=O)OC(C)C(=O)Nc1cccc(C#N)c1)c1c(N)n(CC(C)C)c(=O)[nH]c1=O (stereo not drawn)
52. Nc1ccc(Sc2nnnn2-c2ccccc2)c(Cl)c1
53. CNC(=O)CSc1nnc(-c2cc(C)cc(C)c2)o1

entry no.	41	42	43	44	45	46	47	48	49	50	51	52	53
C-LANA FP	1.0	1.9	0.2	0.1	-0.9	0.5	-1.0	0.0	1.2	0.6	2.2	-0.9	1.0
SR-BI HDL uptake	x	-9	-19	x	10	-6	-8	-4	-24	0	-18	-5	-12
PKA-R2B activ	-8	-1	-2	8	-10	-7	-7	1	-10	-4	7	-1	-3
DAGLB inh	1	3	-2	-6	-4	-5	-3	1	-6	-3	1	-1	2
NSD2 HMT inh	2	-3	3	x	-4	x	2	1	4	-3	-2	-1	0
SR-BI uptake up	x	9	19	x	-10	6	8	x	24	0	18	5	12
Arr AP2 block	3	23	29	-6	-9	4	-1	-1	-7	21	16	-6	15
PvdQ inh	-13	-14	-7	-5	-7	12	-12	-5	-14	-7	-3	-15	5
Keap1 Nrf2 FP	4	-5	-5	-2	-1	-7	-1	-1	-1	1	-2	1	-1
RTF Ca sens inh	-8	1	-2	-6	-8	11	-9	-1	0	4	-10	-21	-1
